Source: PubChem
E-selectin induc: induces E-selectin expression in human endothelial cells | activation, % at 7.58 µM | HUVEC E-selectin immunofluorescence imaging; normalized: neutral wells 0, TNF-alpha wells 100 | hit rate 0.37% among 260,000 | AID 686992;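 active means mean E-selectin-positive cell signal at least 10% of the positive control, reached in at least 60% of replicates, without over 20% cell loss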;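 further: in these data hits start at about 27%; measured in HUVEC primary endothelial cells; signal is the percent of cells scored E-selectin positive by PE staining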
Target sequence (P16581 whole entry, looked up): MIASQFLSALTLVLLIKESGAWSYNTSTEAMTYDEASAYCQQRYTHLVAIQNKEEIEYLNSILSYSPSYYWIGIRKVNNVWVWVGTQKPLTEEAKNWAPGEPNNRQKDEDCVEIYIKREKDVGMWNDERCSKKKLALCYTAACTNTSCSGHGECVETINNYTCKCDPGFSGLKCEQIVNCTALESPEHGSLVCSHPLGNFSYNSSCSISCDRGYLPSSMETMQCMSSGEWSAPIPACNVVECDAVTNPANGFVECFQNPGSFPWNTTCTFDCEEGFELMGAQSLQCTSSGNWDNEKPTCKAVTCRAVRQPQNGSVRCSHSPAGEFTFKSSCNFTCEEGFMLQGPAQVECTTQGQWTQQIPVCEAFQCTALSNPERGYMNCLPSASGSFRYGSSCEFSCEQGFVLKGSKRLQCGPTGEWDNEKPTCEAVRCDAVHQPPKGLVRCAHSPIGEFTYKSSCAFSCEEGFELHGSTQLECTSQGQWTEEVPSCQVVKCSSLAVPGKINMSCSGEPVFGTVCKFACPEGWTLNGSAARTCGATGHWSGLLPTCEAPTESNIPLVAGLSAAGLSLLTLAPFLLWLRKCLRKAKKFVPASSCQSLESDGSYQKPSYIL
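Material: HUVEC primary endothelial cells; Amount: 3,000 cells per well; Dosing: single concentration; Medium: EGM-2 growth medium on 0.1% gelatin-coated wells; Read-out basis: percent E-selectin-positive cells; Signal: immunofluorescence imaging; Control set: TNF-alpha, DMSO.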
ERAP1 inh: inhibitors of human ERAP1 aminopeptidase | recombinant ERAP1, Leu-AMC fluorescence, 60 min | inhibition, % at 10.7 µM | hit rate 0.15% among 340,000;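 active means mean replicate inhibition of at least 30%, or all replicates individually reaching that 30% level; inactive means mean below 30% and not every replicate reaching it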;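 further: 0% = neutral control wells and 100% = L-leucinethiol positive control wells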
PGC1a acetyl inh: lowers PGC1a acetylation signal in U2OS cells; AlphaScreen anti-acetyl-lysine; with virally co-expressed GCN5 acetyltransferase; inhibition, % at 15.6 µM; hit rate 0.17% among 350,000;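 active means every replicate shows inhibition of at least 40%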;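 further: 0% = neutral control wells and 100% = positive control wells; some results beyond the cut were filed as inactive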
RAD52 inh: inhibitors of human RAD52 DNA annealing. recombinant RAD52 DNA annealing, FRET fluorescence. AID 651710. hit rate 0.46% among 360,000. inhibition, % at 18.7 µM;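 active means every replicate showing at least 50% inhibition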
Target sequence (P43351 whole entry, looked up): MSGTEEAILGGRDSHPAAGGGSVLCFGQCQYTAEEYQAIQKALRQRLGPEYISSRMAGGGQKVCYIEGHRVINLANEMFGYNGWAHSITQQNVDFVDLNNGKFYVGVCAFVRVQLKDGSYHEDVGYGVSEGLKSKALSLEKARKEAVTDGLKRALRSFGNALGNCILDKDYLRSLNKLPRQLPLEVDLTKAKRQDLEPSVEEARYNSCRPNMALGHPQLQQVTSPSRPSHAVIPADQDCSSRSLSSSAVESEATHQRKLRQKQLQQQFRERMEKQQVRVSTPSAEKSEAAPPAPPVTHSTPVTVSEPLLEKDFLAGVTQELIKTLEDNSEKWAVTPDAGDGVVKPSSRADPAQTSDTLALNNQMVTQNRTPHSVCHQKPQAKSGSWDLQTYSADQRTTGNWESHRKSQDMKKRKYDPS
Cneo AK release: causes C. neoformans cell lysis; lysis activity, % at 15 µM; AID 651654; adenylate kinase release luminescence, 4 h; normalised: neutral wells 0, clomiphene wells 100; hit rate 0.2% among 360,000;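 active means mean lysis activity across replicates of at least 80%, whatever share of replicates individually reach that level; inactive means mean lysis activity below 80%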
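read-out = cell lysis signal | test system = log-phase Cryptococcus neoformans yeast cells | input = cells at 5 × 10^6 per mL | medium = fresh YPD growth medium | signal = luminescent adenylate kinase detection reagent | timing = 4 h at 37 °C static, read 1 h later | dosing = single dose | controls = Clomiphene as positive lysis control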
miR122 inh: miR-122 inhibition in Huh7 cells. Huh7 miR-122 Renilla luciferase sensor, 48 h; neutral wells = 0, positive control = 100. activation (reporter increase), % at 12.5 µM. hit rate 0.3% among 340,000. AID 602342;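 active means mean replicate activation score at least 90 and every replicate individually at or above 90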;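 further: higher luciferase means less miR-122 activity so hits act as miR-122 inhibitors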
RAD54 branch: inhibitors of human RAD54 branch migration; Q92698; RAD54 Holliday junction branch migration, FAM/BHQ fluorescence; inhibition, % at 10.4 µM; hit rate 0.14% among 360,000; AID 602329;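 active means mean normalized replicate activity at least 40 and at least half of replicates scoring 40 or more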;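 further: 0% = median of neutral control wells and 100% = median of positive control wells; inhibitors cause a drop in the FAM fluorescence signal; in these data hits start at about 50%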
PglD inh: PglD (C. jejuni) enzyme inhibition. purified PglD enzyme, DTNB colorimetric CoA detection. inhibition, % at 12.5 µM. hit rate 0.098% among 360,000; in the data active means inhibition above about 16%, passing the limit was not always enough; further: strong numbers were not always called active
* = called active by the depositor; . = no result given; [ ] = another dose, or the depositor's remark.

SMILES	E-selectin induc	ERAP1 inh	PGC1a acetyl inh	RAD52 inh	Cneo AK release	miR122 inh	RAD54 branch	PglD inh
O=C(c1ccccc1)N1N=C(c2cccs2)CC1c1ccccc1O (configuration not stated)	.	-2	-5	-34	0	4	6	3
CCCCCCC(=O)Nc1ccc(Br)cn1	-0.1	.	-1	-13	20	-9	-1	3
O=C(NCc1cccc(C(F)(F)F)c1)c1ccc2sc([C@H]3C[C@H](O)[C@@H](CO)O3)nc2c1	0.8	2	-16	-6	-1	10	11	-4
COc1ccc(-c2c(-c3cc(OC)cc(OC)c3)n(C)c3ccc(-c4ccc5[nH]ccc5c4)cc23)cc1	-0.1	0	-10	-21	-1	39	1	-2
O=C(CSc1nnc(-c2cccc(S(=O)(=O)N3CCCCC3)c2)o1)NCCC1=CCCCC1	.	.	-5	.	-2	-9	-1	3
CCOC(=O)C(=CNc1ccc(S(N)(=O)=O)cc1)C(=O)OCC	-0.1	-4	16	-12	-3	-2	-9	11
CS(=O)(=O)N1[C@@H](C#N)[C@H](c2ccc(C#CC3CCCC3)cc2)[C@@H]1CO	-0.4	3	-6	-1	3	.	6	0
CCc1nnc(NS(=O)(=O)c2ccc(NC(=O)c3cccc4ccccc34)cc2)s1	.	2	-15	0	-9	7	-4	3
C=CCn1c(SCC(=O)NCc2ccco2)nc2sc(C)c(C)c2c1=O	.	-4	-8	-8	1	-3	-6	-3
O=C(Nc1ccc(NC(=O)c2ccccc2)c2ccccc12)c1ccccc1	-0.1	0	10	-6	-1	2	0	-6
CCc1ccc(NC(=S)N2CCCC2)cc1	0.0	2	.	-2	6	4	6	0
C[C@@H]1CCCCO[C@@H](CN(C)S(=O)(=O)c2cccs2)[C@H](C)CN([C@@H](C)CO)C(=O)c2cc(NS(=O)(=O)c3cccs3)ccc2O1	-0.1	1	-1	-3	0	-6[16.7 µM]	-2	-3
O=C(COC(=O)CCCNC(=O)c1ccc(Cl)cc1)NC1CC1	.	.	.	.	1	6	-2	-5
Fc1ccc(NC(=S)NC2CC3CCCC(C2)N3Cc2cccs2)cc1 (configuration not stated)	0.0	2	8	-22	.	.	.	.
CC(C)NC(=O)Nc1cccc2c1O[C@@H](CN(C)C(=O)NC(C)C)[C@@H](C)CN([C@@H](C)CO)C2=O	-0.9	-5	2	2	0	4[16.7 µM]	12	-1
CCC(=O)N1[C@H](C(=O)N2CCc3ccccc3C2)[C@@H](CO)[C@@H]2Cn3c(cccc3=O)[C@@H]21	0.4	0	.	-9	0	2[16.7 µM]	3	1
O=C1CC(c2c[nH]c3ccccc23)C(=O)N1c1ccccc1 (configuration not stated)	.	.	10	.	0	7	8	6
Cc1cccn2c(=O)nc(SCC(=O)NC3CCCCC3)nc12	0.0	1	13	4	0	-7	-2	2
COCCCNC(=O)c1nc2ccccc2c(=O)n1NC(=O)Nc1c(Cl)cccc1Cl	-0.3	-3	4	-8	0	6	8	-8
COc1ccc(S(=O)(=O)N2CCCOC2CNC(=O)C(=O)NCCO)cc1 (configuration not stated)	0.0	3	-11	-13	3	-3	-12	1
CN(CC(=O)NC1CC1)S(=O)(=O)c1cc(Cl)ccc1Cl	-0.1	-1	.	1	2	-2	-1	-2
CCC(=O)N1C[C@H](C)[C@H](OC)CN(C)C(=O)c2ccc(NC(=O)COC)cc2OC[C@H]1C	0.4	0	4	0	.	.	.	.
Cc1ccc(N(CC(=O)NC2CCCCC2)C(=O)CNC(=O)c2ccco2)c(C)c1	0.0	-5	.	-1	1	.	7	3
COc1ccccc1C(=O)Nn1cnc2ccccc2c1=O	.	1	-5	-10	1	-8	-4	-3
CCOc1ccc(C(=O)CCC(=O)NC(C)C(=O)OC)cc1 (configuration not stated)	1.5	-2	2	2	2	-4	-2	-4

Next entries:
SMILES	E-selectin induc	ERAP1 inh	PGC1a acetyl inh	RAD52 inh	Cneo AK release	miR122 inh	RAD54 branch	PglD inh
O=C(NCCc1ccc(F)cc1)c1cccc2c1C(=O)c1ccc(N3CCC(Cc4ccccc4)CC3)cc1S2(=O)=O	.	.	.	.	1	-4	-11	-4
CCc1nc2ccc(C(=O)NCCCn3ccnc3)cn2c1N(C)Cc1cccs1	0.1	4	-1	1	-2	0	6	20*
COc1ccc(S(=O)(=O)Nc2ccc3c(c2)C(=O)N([C@H](C)CO)C[C@@H](C)[C@H](CN(C)S(=O)(=O)c2ccc(F)cc2)OCCCC[C@@H](C)O3)cc1	0.1	1	6	-45	1	-17[16.7 µM]	-5	1
COc1ccc(C(=O)COC(=O)COc2cc(C)cc(C)c2)cc1	-0.3	2	-10	-12	0	4	0	2
CC(C)NC(=O)COC(=O)c1cc(Br)ccc1Cl	.	3	4	-23	.	0	.	.
CC(C)(C)C1CCC(=NNS(=O)(=O)c2ccc(Br)cc2)CC1 (configuration not stated)	.	.	-9	.	3	-1	-1	0
CCN(CC)S(=O)(=O)c1cc([N+](=O)[O-])ccc1N=Nc1c(O)[nH]c2ccccc12	-3.1	-1	6	-29	-7	-14	6	-3
NS(=O)(=O)c1cccc(NC(=O)CCc2ccc(S(=O)(=O)N3CCOCC3)cc2)c1	0.3	-11	2	-7	-2	20	-16	1
COc1ccc(CCNc2ccc(C(=O)O)cc2[N+](=O)[O-])cc1OC	1.9	0	.	-6	5	-11	-2	5
C/C(=N\NC(=O)c1cccc(Br)c1)c1ccc(Br)cc1	.	.	-9	.	0	.	10	-7
N#C[C@@H]1[C@@H](c2ccc(-c3ccccc3F)cc2)[C@H](CO)N1C(=O)Cc1ccccc1	-0.3	5	2	-57	-5	.	6	1
O=C(NCCc1ccncc1)Nc1cccc(Cl)c1	.	.	8	.	1	-5	9	4
O=C(Cc1ccccn1)N1CC(=O)N2[C@H](CO)[C@H](c3ccc(C#CC4CCCC4)cc3)[C@H]2C1	0.5	-1	2	-13	.	.	.	.
CC(=O)Nc1ccc(NC(=O)c2ccc(Cl)nc2)cc1	-0.9	.	10	-17	0	0	-8	1
O=S(=O)(NCc1ccccc1)NCc1ccccc1F	.	-4	-6	-13	-2	23	2	1
Cc1cc(Cl)c2c(c1)[C@]1(C(=O)N2)[C@@H]2C(=O)N(Cc3ccccc3)C(=O)[C@@H]2[C@@H]2CCCN21	-0.1	.	-14	.	-4	-5	-3	1
COc1cc(S(=O)(=O)N2CCOCC2)ccc1NC(=O)c1cc2c(s1)CCC2	.	.	-13	.	1	-1	2	2
CC(C)C(=O)Nc1ccc2c(c1)C(=O)N(C)[C@@H]1CC[C@@H](CC(=O)NCc3ccc(F)cc3)O[C@H]1CO2	0.3	-4	7	6	61	1[16.7 µM]	3	12
CCCCC(=O)N(c1ccc(OC)cc1)C1C=CS(=O)(=O)C1 (configuration not stated)	.	3	16	-7	6	-3	0	5
Cc1noc(C)c1NC(=O)Nc1ccc2c(c1)C(=O)N([C@H](C)CO)C[C@@H](C)[C@H](CN(C)Cc1ccc(C(=O)O)cc1)O2	-3.1	-1	9	0	-2	-2[16.7 µM]	-5	-2
Cc1cc(Cl)cc(Br)c1OCCCCn1cncn1	.	.	8	.	2	2	-12	1
N#CC(=C1CCCC1)c1nc(-c2ccccc2O)cs1	.	.	-22	.	1	-4	2	1
CCCNC(=O)Nc1ccc2c(c1)C(=O)N(C)C[C@@H](OC)[C@H](C)CN(C(=O)C1CCCCC1)[C@@H](C)CO2	-0.1	2	10	2	-3	.	-3	0
O=C(NCC[C@H]1CC[C@@H](NC(=O)C2CC2)[C@H](CO)O1)c1cc(Cl)cc(Cl)c1	-0.2	1	-5	-6	-5	.	-8	0
CCOC(=O)CSc1nnc(CNC(=O)c2cccs2)n1CCc1ccccc1	.	6	-4	-8	.	-3	.	.

Shown as comma-separated lines: part of the list above.
SMILES,E-selectin induc,ERAP1 inh,PGC1a acetyl inh,RAD52 inh,Cneo AK release,miR122 inh,RAD54 branch,PglD inh
O=C(c1ccccc1)N1N=C(c2cccs2)CC1c1ccccc1O (configuration not stated),.,-2,-5,-34,0,4,6,3
CCCCCCC(=O)Nc1ccc(Br)cn1,-0.1,.,-1,-13,20,-9,-1,3
O=C(NCc1cccc(C(F)(F)F)c1)c1ccc2sc([C@H]3C[C@H](O)[C@@H](CO)O3)nc2c1,0.8,2,-16,-6,-1,10,11,-4
COc1ccc(-c2c(-c3cc(OC)cc(OC)c3)n(C)c3ccc(-c4ccc5[nH]ccc5c4)cc23)cc1,-0.1,0,-10,-21,-1,39,1,-2
O=C(CSc1nnc(-c2cccc(S(=O)(=O)N3CCCCC3)c2)o1)NCCC1=CCCCC1,.,.,-5,.,-2,-9,-1,3
CCOC(=O)C(=CNc1ccc(S(N)(=O)=O)cc1)C(=O)OCC,-0.1,-4,16,-12,-3,-2,-9,11

Continued.
SMILES	E-selectin induc	ERAP1 inh	PGC1a acetyl inh	RAD52 inh	Cneo AK release	miR122 inh	RAD54 branch	PglD inh
CC1CCCC(NC(=O)CSc2nccn2C)C1C (configuration not stated)	.	.	4	.	0	1	-4	3
Cc1[nH]c(=O)[nH]c(=O)c1S(=O)(=O)N1CCOCC1	.	.	4	.	-3	12	-3	2
O=C(NC12CC3CC(CC(C3)C1)C2)N1CCN(c2ccccn2)CC1	.	1	-10	-1	-2	-2	-6	6
COc1ccccc1CN1[C@H](CO)[C@@H]2c3ccccc3N(C(=O)C3CC3)C[C@@H]21	0.0	-2	-2	-11	1	10[16.7 µM]	-4	6
COC(=O)Nc1ccc(C)c(NC(=O)OC)c1	.	-1	-5	2	0	-1	3	-5
COc1ccccc1NC(=O)CSc1nnc(CC(=O)Nc2ccccc2C)n1C	-0.1	-5	37	-9	-1	1	4	-1
C[C@@H]1CN([C@@H](C)CO)C(=O)c2cccc(NC(=O)c3cnccn3)c2O[C@H]1CN(C)C	.	1	10	-5	1	-9[16.7 µM]	0	-2
CCc1c(C)nc2c(OC)cccc2c1Cl	-1.5	-2	-7	-7	.	.	.	.
C[C@@H]1CN([C@H](C)CO)S(=O)(=O)c2ccc(-c3cncnc3)cc2O[C@H]1CN(C)C(=O)CC1CC1	0.5	-3	11	-4	2	-8[16.7 µM]	-3	5
Cc1cccc(NC(=O)CCN2C(=O)C3C4C=CC(C4)C3C2=O)n1 (configuration not stated)	.	.	-14	.	1	-2	8	3
CCCOC(=O)c1ccc(OCC(O)Cn2c(C)nc3ccccc32)cc1 (configuration not stated)	0.0	-4	8	-7	-3	-4	3	6
COc1ccc(CN2CCNC(=O)C2CC(=O)N(C)Cc2nccs2)cc1OC (configuration not stated)	-0.2	-2	.	-24	-1	.	-5	-2
CCOC(=O)Cn1c(C)c(Br)c(=O)c2cccc(C)c21	.	.	1	.	4	-4	0	-4
COc1cccc(CN2[C@H](CO)[C@H]3c4ccccc4N(C(=O)c4ccncc4)C[C@H]32)c1	0.4	-4	-10	-2	0	5[16.7 µM]	2	2
CC1CCN(C(=O)CN2C(=O)NC3(CCCc4ccccc43)C2=O)CC1 (configuration not stated)	0.0	3	4	-5	-1	3	-4	-2
CCOC(=O)c1c(NC(=O)Nc2ccc(Cl)cc2)sc(C)c1C	.	.	3	.	0	1	-6	-5
CCOc1ccccc1N(CC(=O)NC1CCCC1)C(=O)CCC(=O)Nc1cc(C)on1	.	.	-15	.	5	5	-8	0
COc1cccc(NC(=O)Nc2ccc3c(c2)C(=O)N(C)C[C@H](OC)[C@@H](C)CN(CC2CC2)[C@@H](C)CO3)c1	0.8	-1	9	22	.	.	.	.
CC(C)NC(=O)N1CC2(C1)[C@@H](c1ccccc1)[C@@H](CO)N2C(=O)C1CCOCC1	0.0	1	-2	-7	.	.	.	.
O=[N+]([O-])c1ccc(Nc2nc(N3CCOCC3)nc(N3CCOCC3)n2)cc1	4.9	1	0	-1	2	-2	-4	-1
O=C(NCc1ccco1)c1ccc(CS(=O)(=O)c2cccc(C(F)(F)F)c2)o1	.	.	-7	.	5	3	6	4
O=[N+]([O-])c1ccn(-c2nc(-c3cccs3)cc(C(F)(F)F)n2)n1	0.4	-1	7	-5	-1	1	0	2

Rows were taken by chance; any-hit rate near 1.4%.
